From PubChem
TSHR antagonist: blocks TSH signaling through the human TSH receptor | P16473 | AID 504810 | TSHR-expressing cells, TSH-stimulated cAMP HTRF, 2 h; active compounds read low | actives 0.2% (n = 330,000) | activity change, negative = inhibition, % at 11.5 µM;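 active = activity change below a set negative limit, meaning inhibition stronger than a set level, cut at about -70% in these data; inconclusive = activity change between two set negative limits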; note: % is set by controls: 0 for no effect and ±100 for the full control effect
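Cell-based HTRF cAMP assay; TSHR cells + compound, TSH EC80 (4nM final), 2 h, 37 deg C. Lysis with anti-cAMP cryptate and cAMP-d2, 30 min RT, read 665/620 nm.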
MBNL1-CUG inh: MBNL1-poly(CUG) RNA binding inhibition. Q9NR56. TR-FRET MBNL1-His/biotin-(CUG)12 binding, 665/545 ratio. Potency, µM (highest dose often 57.5 µM), for inactives: at the top dose activity change, negative = inhibition, actives largely listed as inhibitors. actives 0.036% (n = 280,000). AID 2675; active = well fitted inhibition curve with a large enough effect in the signal ratio, with a control signal flat, not every such curve was filed as active; inconclusive = small, poorly fitted or top-dose-only effect, or effect the other way, or a change in a side signal; inactive = no such curve, though single readings can be large or run the other way; the % refers to the signal ratio; note: potency is the fitted concentration of half-maximal effect; % is set by controls: 0 for no effect and ±100 for the full control effect
Target sequence (Q9NR56 whole entry, looked up): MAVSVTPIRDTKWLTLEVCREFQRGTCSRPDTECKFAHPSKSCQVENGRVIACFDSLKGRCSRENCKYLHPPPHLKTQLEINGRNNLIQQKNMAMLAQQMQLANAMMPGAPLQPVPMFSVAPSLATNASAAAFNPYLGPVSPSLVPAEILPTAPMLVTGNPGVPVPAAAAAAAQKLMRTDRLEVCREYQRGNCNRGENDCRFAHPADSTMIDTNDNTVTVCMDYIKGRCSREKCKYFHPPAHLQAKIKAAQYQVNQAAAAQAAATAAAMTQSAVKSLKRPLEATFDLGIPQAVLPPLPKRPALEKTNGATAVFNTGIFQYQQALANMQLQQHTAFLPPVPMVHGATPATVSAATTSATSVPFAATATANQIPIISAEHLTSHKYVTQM
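TR-FRET readout: Ex 340 nm, 665/545 nm emission ratio, normalized to buffer-only (basal) and MBNL1-(CUG)12 controls. Complex of MBNL1-His with Biotin-(CUG)12, compounds 92 nM–58 uM, incubated 60 min at room temperature.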
hERG WT inh: blocks the wildtype human KCNH2 potassium channel; Q12809; U2OS, BacMam KCNH2, thallium flux FluxOr; active compounds read low; activity change, % at 1.84 µM; actives 0.37% (n = 340,000);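 active = maximum activity change below -70%; inconclusive = maximum activity change between -70% and -50%; inactive = maximum activity change above -50%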; note: % is set by controls: 0 for no effect and ±100 for the full control effect
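U2OS cells transduced with wild-type KCNH2 virus are loaded with FluxOr dye for 45 min, and thallium flux is measured in kinetic reads before and after stimulation buffer. Rate constants are normalized to DMSO controls.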
PKM2 act: increases activity of human pyruvate kinase M2; P14618; purified PKM2, Kinase-Glo ATP luminescence, activation; response scale: 0% is enzyme alone, no compound; Potency, µM (doses to about 57.5 µM), inactives show top-dose activation, hits mostly activators; actives 0.34% (n = 260,000); AID 1631; note: potency is the fitted concentration of half-maximal effect; % is set by controls: 0 for no effect and ±100 for the full control effect; nearly all actives have a fitted effect of over 55% in size
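Kinase-Glo luminescence reports ATP generated from ADP (0.1 mM) and PEP (0.5 mM) by purified hPK-M2 after 1 h at room temperature, pH 7.2 imidazole buffer; intermediate enzyme activity allows detecting inhibitors and activators.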
BCR signal inh: blocks chronic active B-cell receptor signaling; actives 0.05% (n = 340,000); Potency, µM (highest dose often 46.1 µM), for the others: at the highest dose ratio change, negative = lower green/red ratio, hits mostly inhibitors; ABC-DLBCL IkBa-CBG/CBR reporter, luminescence ratio, 4 h; active = well fitted inhibition curve with a large enough effect in the signal ratio, with a control signal flat, not every such curve was filed as active; inconclusive = small, poorly fitted or top-dose-only effect, or effect the other way, or a change in a side signal; the % refers to the signal ratio;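 note: potency is the fitted concentration of half-maximal effect; plate controls were basal doxycycline-induced cells for no effect and cells given 10 µM MG132 for full effect; MG132 reads +100%, hits lower the ratio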
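TMD8 human ABC-DLBCL cells with doxycycline-inducible IκBα–green luciferase fusion and unfused red luciferase, in 0.5% FBS medium; compounds up to 46 uM, 4 h at 37C. Green/red luminescence ratio, filter-overlap corrected, fitted to concentration-response curves.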
USP2a block: blocks human ubiquitin-specific protease USP2a. AID 463254. USP2 core, Ub-CHOP2 coupled fluorogenic reporter, 485/531. Potency, µM (titrated, usually from 38.3 µM), inactives show top-dose activity change, negative = inhibition, hits mostly inhibitors. actives 0.01% (n = 330,000). O75604;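 note: potency is the fitted concentration of half-maximal effect; plate controls were DMSO wells for no effect and full inhibition by NEM control for full effect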
Target sequence (O75604 whole entry, looked up): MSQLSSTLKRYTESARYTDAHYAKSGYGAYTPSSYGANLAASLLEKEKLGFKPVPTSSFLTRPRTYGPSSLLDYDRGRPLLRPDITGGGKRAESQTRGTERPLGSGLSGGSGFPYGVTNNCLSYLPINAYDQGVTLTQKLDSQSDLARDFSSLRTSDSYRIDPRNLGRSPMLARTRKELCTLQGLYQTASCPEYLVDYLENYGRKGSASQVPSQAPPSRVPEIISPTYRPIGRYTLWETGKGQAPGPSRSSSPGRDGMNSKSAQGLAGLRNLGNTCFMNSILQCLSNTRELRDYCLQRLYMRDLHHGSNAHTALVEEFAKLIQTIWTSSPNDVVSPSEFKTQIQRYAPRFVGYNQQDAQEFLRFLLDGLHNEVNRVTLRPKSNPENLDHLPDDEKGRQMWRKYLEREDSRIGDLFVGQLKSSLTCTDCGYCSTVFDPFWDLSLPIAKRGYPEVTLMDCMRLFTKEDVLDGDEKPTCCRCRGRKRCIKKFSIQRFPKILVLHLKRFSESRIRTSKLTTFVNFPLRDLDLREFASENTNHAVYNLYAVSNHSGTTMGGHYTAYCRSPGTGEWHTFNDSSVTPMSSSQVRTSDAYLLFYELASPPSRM
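Cell-free coupled assay: 10nM USP2 core preincubated 30min RT with compound in Tris-HCl pH 8.0/CaCl2/CHAPS buffer, then 25nM Ub-CHOP2 and 25nM reporter substrate; fluorescence (Ex 485/Em 531) read after 60min RT, normalized to NEM inhibition, concentration-response curves fitted.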
Menin MLL FP TR: displaces Texas Red mutant MLL peptide from human menin | O00255 | AID 1768 | Menin + Texas Red MLL mutant peptide, fluorescence polarization | Potency, µM (highest dose often 61.6 µM), for the others: top-dose FP activity change, negative = inhibition, usual class: inhibitors | actives 0.23% (n = 270,000); active = well fitted inhibition curve with a large enough effect in the polarisation, with a control signal flat, not every such curve was filed as active; inconclusive = small, poorly fitted or top-dose-only effect, or effect the other way, or a change in a side signal; inactive = no such curve, though single readings can be large or run the other way; the % refers to the polarisation; note: potency is the fitted concentration of half-maximal effect; % of control where 0% means no effect; many of its hits are not listed in these tables
Mito fusion yeast: inhibitors of mitochondrial division or activators of mitochondrial fusion; Potency, µM (titrated, usually from 46.1 µM), inactives show at the highest dose growth rescue (activation), hits mostly activators; S. cerevisiae fusion-defective mutant growth rescue, CellTiterGlo 48 h; actives 0.23% (n = 320,000);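 note: potency is the fitted concentration of half-maximal effect; % of control where 0% means no effect; nearly all actives have a fitted effect of over 45% in size; temperature-sensitive fusion mutants such as fzo1-1 at 37 °C on non-fermentable ethanol glycerol medium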
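S. cerevisiae fusion-defective temperature-sensitive mutants (e.g. fzo1-1, mgm1-5) grown 48 h at 37C in YPEG (ethanol/glycerol non-fermentable) medium with 23 nl compound per well; growth rescue read as CellTiterGlo luminescence.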
GALK inh: galactokinase (human) inhibition | actives 0.007% (n = 270,000) | AID 1868 | P51570 | Potency, µM (series often up to 57.5 µM), without a hit: at the top dose activity change, negative = inhibition, most hits filed as inhibitors | Purified GALK, Kinase-Glo residual ATP luminescence; note: potency is the fitted concentration of half-maximal effect; % is set by controls: 0 for no effect and ±100 for the full control effect
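The enzyme phosphorylates galactose (100 uM) using ATP (35 uM); inhibition is detected as higher residual ATP, quantified by bioluminescence after 1 h reaction at room temperature, pH 8.0.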
ASM inhibitor: blocks human secretory acid sphingomyelinase; P17405; placental ASM, HMU-PC fluorogenic substrate, 60 min; Potency, µM (titrated, usually from 57.5 µM), inactives show at the top dose activity change, negative = inhibition, usual class: inhibitors; actives 0.006% (n = 340,000); AID 504937; note: potency is the fitted concentration of half-maximal effect
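qHTS format. ASM enzyme prepared from human placenta hydrolyses the fluorogenic substrate HMU-PC0 (9 uM final) over 60 min at 37 °C after a 10 min compound preincubation.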
Eya2 phos inh: blocks the phosphatase activity of human Eya2 | O00167 | recombinant Eya2, OMFP fluorescence dephosphorylation (OMFP is methylfluorescein phosphate) | Potency, µM (highest dose often 76.9 µM), inactives show at the highest dose activity, negative = inhibition, hits mostly inhibitors | actives 0.006% (n = 330,000); note: potency is the fitted concentration of half-maximal effect; % is set by controls: 0 for no effect and ±100 for the full control effect
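Eya2 protein (added as 0.2 uM solution) was preincubated with compound for 10 min at ambient temperature in 50 mM HEPES pH 7.5, 50 mM NaCl, 5 uM MgCl2, 0.05% BSA, 1 mM DTT. OMFP (added at 50 uM) then reacted 10 min; fluorescence read at 485/525 nm.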
The depositor's hits bear a star; ? = inconclusive; . = no result given; [ ] = another dose, or the depositor's remark. Unless noted, calls come from the whole dose curve; as a rule, active = well fitted curve in the direction sought with a large enough effect; inconclusive = small, poorly fitted or top-dose-only effect, or another doubt; inactive = no such curve, though single readings can be large; an effect the other way counts as inactive or inconclusive.

SMILES	TSHR antagonist	MBNL1-CUG inh	hERG WT inh	PKM2 act	BCR signal inh	USP2a block	Menin MLL FP TR	Mito fusion yeast	GALK inh	ASM inhibitor	Eya2 phos inh
CN(C)c1ccc(CNc2nc3ccccc3s2)cc1	-7.4	20.1%	.	0.0%	?	0.7%	46.3%[activator]	-6.4%	1.3%	.	10.1%
CCN1C(=O)[C@H]2[C@@H](c3ccc(C)cc3)N3C(=O)N(c4ccccc4)C(=O)[C@@]3(Cc3ccccc3)[C@H]2C1=O	9.7	13.3%	6.7	2.3%	2.1%	1.8%	11.8%	0.2%	.	4.2%	5.1%
Cc1nn(-c2ccccc2)c(C)c1C(=O)OCC(=O)c1c(N)n(CC(C)C)c(=O)n(C)c1=O	-33.0	-3.8%	-1.5	13.3%	-8.8%	-0.4%	-3.9%	2.5%	1.2%	-5.3%	-6.7%
CCCC(C)C(=O)Nc1nnc(CCc2ccccc2)s1 (stereo not drawn)	-2.8	-7.4%	1.1	0.8%	2.8%	1.3%	?	-15.3%	-0.9%	-2.2%	-2.1%
COc1ccc(CCNC(=O)c2cc(-c3ccccn3)nc3c(Cl)cccc23)cc1OC	1.3	46.0%[activator]	8.7	-2.0%	5.9%	3.3%	13.5%	4.7%	2.0%	-1.8%	-8.1%
O=C(NCCCc1ccccc1)c1ccc(F)cc1	10.5	2.6%	-5.7	-0.6%[11.5 µM]	-0.7%	-0.3%	6.5%	4.9%	-1.7%	-3.1%	-17.6%
COc1cccc(CSc2nnc(-c3ccc(F)cc3)o2)c1	-12.2	-3.0%	0.0	3.3%	?	0.6%	-18.2%	8.4%	-4.4%	-0.7%	-9.6%
Cc1ccc(-n2ncc3c(=O)n(CC(=O)Nc4cccc(Cl)c4)cnc32)cc1C	-0.5	3.5%	5.9	-0.3%	4.6%	1.6%	?	-3.2%	2.1%	-4.1%	4.2%
CC[C@]12c3[nH]c4cc(-c5ccco5)ccc4c3CCN1C(=O)[C@@H](CC(=O)NC(C)(C)C)C[C@@H]2C(=O)N1CCN(C(=O)C2CC2)CC1	-11.4	.	-0.4	.	-1.1%	-1.1%	.	.	.	20.8%	3.4%
COc1cc(OC)c2c(-c3ccccc3)cc(=O)oc2c1C(CC(=O)N1CCOCC1)c1ccc(N(C)C)cc1 (stereo not drawn)	-2.4	13.6%	.	-0.2%	?	-5.8%	-1.2%	-1.8%	-0.5%	-10.3%	-19.8%
Cc1ccc(-n2nc3c(=S)[nH]nc(C)c3c2C)cc1	80.9	?	-0.4	-1.5%	-2.5%	-0.3%	-13.2%	-4.3%	-1.6%	-0.2%	8.3%
CCOc1ccc(CNC(=O)CCS(=O)(=O)Cc2cccc(Cl)c2)cc1OC	0.6	-4.7%	-1.9	0.0%	-15.5%	4.3%	-1.6%	3.6%	-1.1%	0.6%	2.8%
Cc1cccc(CCNC(=O)CC2C(=O)NCCN2Cc2ccc(F)c(F)c2)n1 (stereo not drawn)	-0.2	?	3.1	-0.9%	17.8%	0.2%	-4.0%	2.0%	0.1%	6.0%	-17.0%
CNC(=S)N1CCn2cccc2C1c1ccc(F)cc1 (stereo not drawn)	10.1	?	-11.3	3.8%	-0.3%	2.9%	4.9%	-0.3%	7.2%	-4.6%	-0.6%
O=S(=O)(O)c1ccc(N2N=C(c3ccccc3)CC2c2ccccc2)cc1 (stereo not drawn)	13.5	.	-13.4	0.6%	22.0%	-8.6%	?	-6.2%	8.1%	.	-26.9%
CSc1nc(NCC(C)C)nc(N2CCOCC2)n1	-1.3	1.1%	-4.9	-3.1%	-2.2%	1.0%	-1.9%	-6.4%	-0.3%	0.9%	3.2%
Cc1ccc(C(=O)Nc2cccnc2)cc1S(=O)(=O)N1CCCCCC1	-16.9	-4.6%	-1.4	1.1%	?	0.3%	.	7.0%	-7.2%	-2.3%	5.7%
CCNC(=O)NCCNC(=O)c1cc(OCC(F)(F)F)ccc1OCC(F)(F)F	2.2	-6.5%	4.2	-9.5%	4.9%	1.9%	-2.5%	-13.0%	-0.5%	-0.3%	?
COCc1cc(=O)[nH]c(/N=C(\N)Nc2cccc(Cl)c2)n1	2.2	-7.9%	-5.6	-3.3%	4.6%	4.8%	2.9%	14.3%	0.5%	-4.1%	-0.8%
CCc1ccccc1NC(=O)CN(C)C(=O)c1cc(C2CC2)nn1-c1ccccc1	-11.6	.	4.9	.	-3.9%	2.7%	.	3.5%	.	-0.1%	10.7%
COc1ccccc1N1C(=O)C2C3C=CC(C3)C2C1=O (stereo not drawn)	5.2	-0.4%	-6.5	9.4%	-0.2%	3.1%	21.0%	-1.4%	0.3%	1.6%	?
C/C(N)=C(/C#N)C(=O)COc1ncnc2ccc(Br)cc12	4.2	-7.0%	-0.3	11.4%	-9.6%	2.1%	-11.5%	2.7%	-2.8%	1.0%	-7.6%
CN1Cc2c(N3CCOCC3)nc3sc(C(=O)c4ccc(Br)cc4)c(N)c3c2CC1(C)C	10.4	?	-3.8	-1.5%	?	-4.6%	.	-33.3%[inhibitor]	-1.3%	?	0.1%
C=CCN(c1ccccc1)S(=O)(=O)c1cccc(C(=O)Nc2nc3ccccc3[nH]2)c1	-46.3	2.5%	4.3	1.6%	?	0.6%	-24.7%	-0.2%	0.3%	-6.7%	-15.5%
CC1COc2ccccc2N1C(=O)c1ccc(Cl)nc1 (stereo not drawn)	-3.1	-9.1%	-1.0	-0.4%	-0.8%	-0.3%	-4.3%	-3.1%	8.4%	4.4%	11.6%
(list continues)
SMILES	TSHR antagonist	MBNL1-CUG inh	hERG WT inh	PKM2 act	BCR signal inh	USP2a block	Menin MLL FP TR	Mito fusion yeast	GALK inh	ASM inhibitor	Eya2 phos inh
COC(=O)CCC(=O)OC1(C)C(=O)C=C2C=C(C3CC3)N(CCCOC(C)C)C=C2C1=O (stereo not drawn)	-1.7	12.2%	-11.7	-4.7%[11.5 µM]	-11.5%	4.2%	?	-6.0%	5.0%	25.5%	-2.1%
Cc1ccccc1-c1cc(C(=O)n2cccn2)c2cc(Cl)ccc2n1	-9.8	15.5%	2.5	-2.8%	?	-0.7%	1.4%	-0.7%	5.5%	3.8%	1.2%
CC(=O)c1cccc(N(C(=O)Cn2nnc3ccccc32)C(C(=O)NCc2ccccc2)c2ccccn2)c1 (stereo not drawn)	-0.1	.	-1.9	-3.2%	1.1%	1.0%	0.2%	-4.1%	0.6%	-2.2%	0.4%
COc1ccc(C(=O)NC(=S)Nc2ccc(S(=O)(=O)Nc3cc(OC)nc(OC)n3)cc2)cc1	-11.8	-5.5%	-0.8	-0.4%	8.1%	0.5%	48.8%[activator]	0.2%	5.6%	-12.9%	-4.3%
COc1ccc2[nH]c(=O)c(C(c3nnnn3CC3CCCO3)N3CCc4ccccc4C3)cc2c1 (stereo not drawn)	-9.9	?	-11.2	-0.2%	-7.2%	1.2%	4.3%	1.5%	11.0%	54.2%[activator]	17.4%
COc1ccccc1/C=C1\SC(=S)N(CC(=O)Nc2nnc(C)s2)C1=O	-2.8	5.9%	.	2.3%	?	4.3%	?	10.9%	1.2%	.	-11.9%
CC(C)C(NC(=O)C1CCCCC1)C(=O)NCc1ccccn1 (stereo not drawn)	36.4	-6.5%	13.2	-5.5%	-6.5%	1.5%	21.7%	0.1%	-3.0%	7.7%	5.6%
Cc1ccc(S(=O)(=O)/N=C(/NC(=S)Nc2c(C)n(C)n(-c3ccccc3)c2=O)c2ccccc2)cc1	6.0	12.0%	9.7	7.2%	-1.9%	0.6%	.	0.2%	-3.3%	1.2%	7.0%
Cc1ccc(-n2nc3c(=O)n(CCCC(=O)N4CCC(C(N)=O)CC4)nc(C)c3c2C)cc1	8.6	-0.8%	21.5	.	0.4%	1.0%	-0.7%	10.7%	-6.7%	-1.8%	3.3%

Only part of the results is shown; rates above refer to the full screens.
